EP2 antag: blocks the human prostaglandin E2 receptor EP2; AID 1422; actives 0.52% (n = 260,000); inhibition, % at 25 µM; C6 glioma cells expressing human EP2, cAMP TR-FRET; cells stimulated with saturating PGE2;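 active = percent inhibition above 40 after rounding to a whole number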;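 also: rat C6 glioma host cells with rolipram phosphodiesterase inhibitor present; the protocol text gives 20 µM as final concentration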
p97 ATPase inh: blocks human p97 ATPase activity. AID 1481. recombinant p97 ATPase, Kinase-Glo ATP luminescence, 3 h. actives 0.42% (n = 220,000). P55072. inhibition, % at 8 µM; in the data active = inhibition above about 15%;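 also: 0% = DMSO vehicle and 100% = wells lacking enzyme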
Target sequence (P55072 whole entry, looked up): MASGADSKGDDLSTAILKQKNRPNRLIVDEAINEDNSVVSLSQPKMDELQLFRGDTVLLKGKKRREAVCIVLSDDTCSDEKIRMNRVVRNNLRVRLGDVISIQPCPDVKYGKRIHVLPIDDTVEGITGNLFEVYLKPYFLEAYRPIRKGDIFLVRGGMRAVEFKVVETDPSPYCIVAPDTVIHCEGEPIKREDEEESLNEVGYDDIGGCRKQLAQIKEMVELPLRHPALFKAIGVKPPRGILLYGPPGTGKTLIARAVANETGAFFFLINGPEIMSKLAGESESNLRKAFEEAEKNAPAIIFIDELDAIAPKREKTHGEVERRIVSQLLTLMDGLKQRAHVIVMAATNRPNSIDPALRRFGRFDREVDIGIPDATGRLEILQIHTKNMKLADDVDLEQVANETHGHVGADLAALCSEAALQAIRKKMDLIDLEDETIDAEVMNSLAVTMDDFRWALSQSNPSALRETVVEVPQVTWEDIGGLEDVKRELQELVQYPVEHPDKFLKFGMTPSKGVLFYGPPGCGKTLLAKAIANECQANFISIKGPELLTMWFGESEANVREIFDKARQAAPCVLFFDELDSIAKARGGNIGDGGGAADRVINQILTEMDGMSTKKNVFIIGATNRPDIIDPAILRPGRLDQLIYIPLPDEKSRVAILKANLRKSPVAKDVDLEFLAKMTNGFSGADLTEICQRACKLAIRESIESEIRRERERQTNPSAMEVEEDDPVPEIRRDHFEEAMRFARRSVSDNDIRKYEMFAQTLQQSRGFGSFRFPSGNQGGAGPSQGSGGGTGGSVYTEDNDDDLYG
NPY1 pot ag: potentiators or agonists of human neuropeptide Y receptor Y1; P25929; NPY-Y1 expressing cells, potentiator/agonist activation; activation, % at 3.6 µM; actives 0.37% (n = 220,000); in the data active = activation above about 33%, passing the limit was not always enough;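 also: cells stimulated with NPY at EC10 then isoproterenol at EC100; 0% = low agonist plus stimulus and 100% = saturating agonist plus stimulus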
NPY-Y1 antag: NPY-Y1 (human) receptor antagonism; P25929; HEK293-CNG Y1 cells, membrane potential fluorescence; NPY at EC95, then isoproterenol; inhibition, % at 3.6 µM; actives 1% (n = 200,000);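 active = inhibition above the campaign mean inhibition of all tested compounds plus 3 SD, cut at about 20% in these data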;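 also: 0% = DMSO wells given NPY plus isoproterenol and 100% = isoproterenol alone without NPY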
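Material: HEK293 cells with Y1 receptor plus CNG channel; times: compound incubation 1 h at room temperature, readout 45 min post-stimulation; signal: fluorescence, membrane potential probe; read-out basis: fluorescence ratio normalized to % inhibition between controls; benchmarks: full-block control isoproterenol-only wells, zero-block control NPY plus isoproterenol wells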
S1P4 ag: human S1P4 receptor agonism. S1P4-expressing cell line, agonist reporter assay. O95977. AID 1509. activation, % at 4.98 µM. actives 0.35% (n = 220,000); in the data active = activation above about 11%;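 also: 0% = DMSO vehicle and 100% = reference agonist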
S1P4 antagonist: antagonists of human S1P4 receptor; actives 0.26% (n = 220,000); O95977; S1P4-expressing cells, antagonist mode, reporter read-out; inhibition, % at 4.98 µM; AID 1510; in the data active = inhibition above about 29%;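 also: 0% = wells stimulated with agonist and 100% = vehicle wells without agonist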
EP2 modulator: EP2 receptor (human) modulation; actives 0.83% (n = 260,000); EP2-expressing cells, cAMP HTRF FRET, PGE2 co-stimulation; induction, % at 25 µM; AID 940;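 active = compounds whose cAMP rise, as percent of the full-agonist control response, exceeds 60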;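 also: rat C6 glioma line stably carrying human EP2 under a CMV promoter; the protocol text gives 20 µM as final concentration; 100% = response of wells given 1 µM PGE2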
NPY-Y2 PAM-ag: potentiators or agonists of human neuropeptide Y receptor Y2. AID 1359. actives 0.45% (n = 220,000). activation, % at 3.6 µM. P49146. cells expressing NPY-Y2, potentiator/agonist read-out; in the data active = activation above about 27%;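 also: cells stimulated with NPY near EC25 plus isoproterenol at EC100; 0% = vehicle plus submaximal agonist and 100% = vehicle plus saturating agonist; some results beyond the cut were filed as inactive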
eIF4E-4G inh: eIF4E/eIF4G interaction inhibition in translation initiation; AID 782; TR-FRET eIF4E-eIF4GI(517-606) binding, 2 h; inhibition, % at 21.7 µM; actives 0.37% (n = 220,000);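 active = inhibition above about 30%, limit read from the data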;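 also: 0% = full FRET control wells and 100% = background wells lacking eIF4GI fragment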
The depositor's hits bear a star; . = no result given; & = joins results of further samples; [ ] = remark or other dose.

SMILES	EP2 antag	p97 ATPase inh	NPY1 pot ag	NPY-Y1 antag	S1P4 ag	S1P4 antagonist	EP2 modulator	NPY-Y2 PAM-ag	eIF4E-4G inh
S=c1[nH]ccn1Cc1ccccc1	8.1	4.0	-10.4	0.8	0.7	5.2	-5.6	2.7	0.6
CCN1CCN(c2nc(N)c([N+](=O)[O-])c(Nc3ccc(C)cc3)n2)CC1	6.4	-0.1	0.8	3.0	0.5	11.3	-10.4	0.6	12.3
COc1cc(-c2noc(C)n2)cc(OC)c1OC	5.1	-0.3	-6.5	.	-1.0	-4.7	-19.5	-4.0	-3.0
CSc1nnc(-c2sccc2-n2cccc2)o1	10.6	7.1	0.1	-1.5	1.5	-15.0	22.7	-2.2	-0.5
COC(=O)CSc1nc(NC#N)nc(NC(C)(C)C)n1	7.3	1.9	-4.0	.	-0.6	-0.6	14.4	-11.1	-2.1
CC1CC(C)(C)NC(=S)N1CCC(=O)N1c2ccccc2CC1C (stereo not given)	14.2	7.7	16.0	3.0	0.3	-14.2	19.4	-7.5	0.0
Cc1ccc(S(=O)(=O)/N=C(/Nc2ccc3[nH]c(=O)[nH]c3c2)c2ccc(F)cc2)cc1	8.7	1.0	10.6	-0.8	0.8	-14.6	25.4	2.4	-5.3
Cc1ccc(Cc2ccc(C(=O)NNC(N)=S)o2)cc1	28.4&10.0	1.6	-15.9	2.6	0.4	2.1	-14.8&18.3	-4.8	-0.2
O=C(Nc1ccc2ccccc2c1)c1cnccn1	7.7	-3.2	19.3	-12.3	2.2	-3.4	-18.2	-1.2	3.9
C=CCNC(=S)N1CCc2[nH]c3ccccc3c2C1	11.8	3.6	20.2	.	-0.3	8.3	-73.2	-11.3	0.5
O=C(NCCCn1ccnc1)c1ccc2c(c1)OCCO2	7.2&10.3	2.3	-31.1	3.0	-0.6	-21.3	11.4&-14.6	2.9	0.8
Cc1cc(NC(=O)Nc2ccc(Cl)c(Cl)c2)n(-c2ccccc2)n1	20.9	-4.3	1.1	.	-0.7	15.7	-41.3	0.3	3.3
Cc1cc(C)nc(N2CCC(C(=O)Nc3ccc4c(c3)OCCO4)CC2)n1	13.6&7.8	-3.2	-4.8	1.6	1.3	-14.7	13.4&9.1	-2.4	1.8
O=C(CC1Sc2ccccc2NC1=O)OCC(=O)N1CCc2ccccc21 (stereo not given)	4.7	9.2	17.3	6.0	0.7	-20.8	-3.9	5.4	-17.5[fluorescence artefact?]
Cc1ccc(S(=O)(=O)N(C)CC(=O)N/N=C/c2ccc(C)o2)cc1	6.5	5.7	24.8	.	0.1	-5.1	-1.4	-14.6	0.3
COc1ccc(S(=O)(=O)N2c3cc(C)ccc3OCC2C(C)(C)C)cc1 (stereo not given)	8.8	-3.1	-2.6	0.2	1.1	-6.3	66.1*	-3.5	0.3
Fc1ccccc1Cn1cnc(NC(=S)NCCc2ccccc2)n1	3.8	4.1	9.1	0.6	1.4	11.3	10.2	-3.8	0.1
CC(/C=C1\SC(=S)N(NC(=O)c2cccc(O)c2)C1=O)=C\c1ccccc1	24.9	4.9	7.2	2.6	2.3	-10.4	30.7	-2.2	-7.2
COc1ccc(C(=O)N2CC(=O)Nc3ccccc32)cc1S(=O)(=O)N1CCOCC1	9.0	3.6	12.2	.	1.1	1.9	13.0	-11.1	-2.7
CC1(C)CC2CC(C)(CN2CC(=O)C(C#N)c2ccccc2)C1 (stereo not given)	8.9	-1.2	4.1	-0.1	-1.8	8.8	27.6	3.5	5.1
CSCCC(NC(=O)c1ccc(Cl)cc1)C(=O)OCC(=O)Nc1ccc(C#N)cc1 (stereo not given)	5.6	4.5	-3.2	-0.2	0.3	-4.6	8.9	-0.5	-1.9
CN(C)CCCOC(=O)Cc1ccc(Cl)cc1	8.6	-2.9	-7.4	-4.6	-1.1	-3.6	-12.4	-3.7	-4.1
CCOc1ccc(C(=O)Nc2ccc(C(F)(F)F)n(C)c2=O)cc1	11.2	1.4	-11.8	-0.1	0.2	-1.1	13.5	-10.8	2.1
Cc1nc(SCC(=O)Nc2ccc(N3CCOCC3)cc2)nc(C)c1C	8.8	-1.3	9.8	3.3	0.1	-7.7	10.4	-5.3	1.6
CC(C)COC(=O)n1c(SCC(N)=O)nc2ccccc21	16.4	4.8	-6.6	.	-1.8	23.8	3.2	-19.8	3.3
CCOC(=O)CN1c2ccccc2NC(=O)CC1C (stereo not given)	8.7	-7.7	1.7	4.1	-0.5	-0.4	10.2	0.2	-2.0
COc1ccc(Br)cc1C(=O)Nc1ccc(O)cc1	8.4	8.9	-19.4	3.1	-3.5	-16.1	9.9	-0.9	2.1
Cc1ncc(S(=O)(=O)c2ccccc2)c(-c2ccccc2)n1	15.0	-2.4	-2.6	-1.5	-1.6	0.3	29.3	-8.3	3.4
CCOc1ccc(S(=O)(=O)N2CCN(S(=O)(=O)c3ccc(OCC)cc3)C(C)C2)cc1 (stereo not given)	6.8	-0.4	6.1	2.2	-1.2	-1.5	23.9	3.7	-2.6
C=CCNc1nc(Nc2ccc([N+](=O)[O-])cc2)nc(OC)n1	-0.8	-0.5	-17.7	2.0	-1.3	-13.2	-26.0	-11.3	1.0
O=C(NC1CCCCC1)C(c1ccc(F)cc1)N(Cc1ccco1)C(=O)CN1C(=O)c2ccccc2S1(=O)=O (stereo not given)	1.5	8.9	-8.8	8.8	0.1	8.2	-3.1	-10.2	-3.8
CN(C)C(=O)Cn1c(SCC(=O)NC2CCCCC2)nc2ccccc21	7.6	5.4	25.8	2.6	0.5	-2.7	14.8	21.8	0.1
Cn1nnnc1SCC(=O)Nc1ccccc1C(N)=O	5.0	-7.5	-10.0	-2.4	-0.4	-16.8	-10.8	0.2	-0.6
Cc1cc(C)c(S(=O)(=O)O)c(C)n1	11.9	2.7	13.4	1.2	-0.5	-17.9	77.4*	-0.8	-0.8
CC(NC(=O)c1ccco1)c1cccc2ccccc12 (stereo not given)	0.6	2.8	-2.0	-0.6	0.5	-4.2	11.0	10.8	0.7[fluorescence artefact?]
CN(C)c1ccc(CNc2nc(-c3ccccc3)nn2S(C)(=O)=O)cc1	5.8	-5.7	-11.0	2.0	0.3	-14.2	13.6	-9.8	-0.4
COc1cc(/C=C/C(=O)O)cc(S(=O)(=O)Nc2cc(Cl)c(Cl)cc2Cl)c1OC	5.2	3.5	15.9	.	-0.3	-7.5	3.2	5.0	0.5
CC(C)c1csc(CN2CCN(Cc3ccc(F)c(F)c3)C(CCO)C2)n1 (stereo not given)	5.6	-6.1	0.1	4.3	41.6*	-8.6	-12.7	-5.3	4.9
COc1ccc(-c2noc(CCC(=O)NCc3ccco3)n2)cc1	-0.1	1.4	23.8	.	-0.5	-2.2	-30.4	-0.7	3.1
N#C/C(=C\Nc1ccccc1SC(F)(F)F)c1nc(-c2ccccc2)cs1	4.3	-2.2	-11.2	-3.0	3.5	-29.3	40.1	-11.2	-0.2

Reformatted as a markdown table: entries from further up.
| Structure | EP2 antag | p97 ATPase inh | NPY1 pot ag | NPY-Y1 antag | S1P4 ag | S1P4 antagonist | EP2 modulator | NPY-Y2 PAM-ag | eIF4E-4G inh |
| --- | --- | --- | --- | --- | --- | --- | --- | --- | --- |
| Cc1cc(C)c(S(=O)(=O)O)c(C)n1 | 11.9 | 2.7 | 13.4 | 1.2 | -0.5 | -17.9 | 77.4* | -0.8 | -0.8 |
| CC(NC(=O)c1ccco1)c1cccc2ccccc12 (stereo not given) | 0.6 | 2.8 | -2.0 | -0.6 | 0.5 | -4.2 | 11.0 | 10.8 | 0.7[fluorescence artefact?] |
| CN(C)c1ccc(CNc2nc(-c3ccccc3)nn2S(C)(=O)=O)cc1 | 5.8 | -5.7 | -11.0 | 2.0 | 0.3 | -14.2 | 13.6 | -9.8 | -0.4 |
| COc1cc(/C=C/C(=O)O)cc(S(=O)(=O)Nc2cc(Cl)c(Cl)cc2Cl)c1OC | 5.2 | 3.5 | 15.9 | . | -0.3 | -7.5 | 3.2 | 5.0 | 0.5 |

Next section
SMILES	EP2 antag	p97 ATPase inh	NPY1 pot ag	NPY-Y1 antag	S1P4 ag	S1P4 antagonist	EP2 modulator	NPY-Y2 PAM-ag	eIF4E-4G inh
O=C(CSc1nnc(-c2cccnc2)n1CCc1ccccc1)NCc1ccccc1	14.2	3.4	-11.7	-3.8	0.6	-0.4	20.2	6.9	0.6
O=C(NN=C1CCCC1)c1ccn[nH]1	3.1	3.9	19.1	3.4	0.8	-11.8	32.0	0.5	9.2
COc1ccc(OCc2n[nH]c(=S)n2N)cc1	3.1	3.1	-0.6	3.0	2.4	0.3	13.5	2.0	0.2
Cc1nc2ccc(S(=O)(=O)NC(C(=O)N3CCC(C)CC3)C(C)C)cc2s1 (stereo not given)	14.9	0.6	-1.3	4.3	-0.6	-15.7	7.4	-1.2	-8.8
COc1ccccc1C(=O)C1CCCN(C(=O)c2ccccn2)C1 (stereo not given)	6.8	0.8	16.4	1.5	2.3	-13.2	6.6	-0.4	-0.7
COc1ccnc(Oc2ccc(F)cc2)c1C(=O)N/C=N/OCc1cccc(F)c1	0.1	-7.2	-15.8	-0.4	0.0	-8.1	-2.7	-4.8	2.3
C=CCn1c2ccccc2c2nnc(SCC(=O)Nc3cc(C)on3)nc21	11.5	0.1	-23.5	-1.2	-3.2	-7.8	22.1	-4.7	11.4
COc1cccc(CSc2nc3cc4c(cc3cc2C)OCCO4)c1	4.0	-1.7	-11.0	8.9	2.6	-36.8	11.0	-0.6	-5.9
CCOc1cc(CNC(C)(C)CO)cc(Br)c1OCc1ccc(Cl)cc1Cl	7.9	-2.4	-37.5	-1.1	-4.3	7.7	-9.3	-14.1	1.7
CCCN(CC1CC1)C(=O)CSc1ncnc2sccc12	7.9	0.9	0.9	1.3	0.4	-25.4	0.4	-5.4	2.1
COc1ccc(OC)c(NC(=O)Nc2cccc3ccccc23)c1	3.6	4.3	2.5	-3.0	-2.7	-2.2	-4.4	9.3	-5.6
O=C(O)/C=C/C(=O)NNc1ncnc2ccccc12	3.0	2.6	15.4	.	0.8	-2.2	16.6	-6.8	-2.2
COC(=O)c1ccccc1-c1ccc(C(c2c(C)[nH][nH]c2=O)c2c(C)[nH][nH]c2=O)o1	2.5&1.2	19.8*	11.2	-0.7	-1.0	1.7	-2.8&-14.2	-1.5	2.8
N#Cc1ccccc1Sc1ccccc1N	4.3	-5.3	1.3	4.1	-1.6	-1.5	5.2	13.7	2.6
CC(C)N1C(=O)CCC1C(=O)O (stereo not given)	4.2	7.5	-9.2	-6.5	-1.5	-10.9	-1.8	2.6	-3.5
COc1ccc(C2CC(=O)C(C=NCCN3CCNCC3)=C(O)C2)cc1OC (stereo not given)	0.9	2.3	-2.6	-2.2	0.6	2.6	23.0	4.7	0.3
CN(C)C(=O)CN1CCN(Cc2cn(C)nc2-c2ccc3c(c2)OCCO3)CC1	10.7	3.1	8.1	-4.0	0.6	0.8	6.7	-4.0	3.0
O=C(COC(=O)c1cc(=O)[nH]c2ccccc12)Nc1nc(-c2cccc(Br)c2)cs1	9.0	5.5	-0.4	0.9	-0.7	2.9	-87.3	1.6	-2.7
Cc1c(-n2cccc2C=O)cccc1[N+](=O)[O-]	11.0	5.1	19.9	-4.2	-0.9	-3.4	-3.8	-2.6	86.4*
CCCCCC(=O)Nc1ccc(S(=O)(=O)Nc2nccc(C)n2)cc1	9.0	-3.5	20.4	-0.3	0.7	-5.5	9.5	0.0	0.9
CCCC1Cc2[nH]c(=O)c(C#N)cc2CO1 (stereo not given)	4.5	-4.0	-9.0	.	2.7	-7.0	-10.2	-32.0	-2.7

Only part of the results is shown (hit frequency here may not be typical).
